UDG counterscr – UDG inhibition counter-screen; FRET deamination/UDG coupled assay, UDG read, 4 h; Potency, µM (top dose mostly 115 µM), for inactives: top-dose activity change, negative = inhibition, usual class: inhibitors; 91,000 compounds, 0.14% hits; AID 1347430; further: nearly all actives have a fitted effect of over 65% in size
AID inhibitor – blocks human AID cytidine deaminase activity; AID deamination FRET fluorescence, UDG-coupled, 4 h; 91,000 compounds, 0.32% hits; Potency, µM (titrated, usually from 115 µM), inactives show top-dose activity change, negative = inhibition, most hits filed as inhibitors; AID 1347428; Q9GZX7; further: nearly all actives have a fitted effect of over 25% in size
Target sequence (Q9GZX7 whole entry, looked up): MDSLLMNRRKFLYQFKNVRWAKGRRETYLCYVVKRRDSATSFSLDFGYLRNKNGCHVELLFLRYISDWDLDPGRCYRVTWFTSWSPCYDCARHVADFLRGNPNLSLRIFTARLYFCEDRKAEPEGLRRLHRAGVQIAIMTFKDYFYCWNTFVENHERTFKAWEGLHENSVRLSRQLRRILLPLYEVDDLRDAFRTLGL
* marks the source's active call; other numbers are inactive results; ? = inconclusive; [ ] = dose if it differs, or a comment. The call rests on the fitted dose curve; in most records, active means well fitted curve in the direction sought with a large enough effect; inconclusive means small, poorly fitted or top-dose-only effect, or another doubt; inactive means no such curve, though single readings can be large; an effect the other way counts as inactive or inconclusive. On the % scale 0 is the no-effect control and ±100 the full control effect; potency means the concentration at half of the fitted maximal effect.

SMILES	UDG counterscr	AID inhibitor
Cc1ccc(CCNC(=O)c2oc(=O)c3ccccc3c2-c2ccc(C)cc2)cc1	-1%	-1%
CCOC(=O)Cn1cnc2c(cnn2-c2ccc(C)c(C)c2)c1=O	2%	6%
Cc1cc(C)cc(NC(=O)c2c(C)oc3nc(C)nc(N4CCCC4)c23)c1	4%	4%
O=[N+]([O-])c1ccc(-c2nc(-c3ccc(F)cc3)c(-c3ccncc3)[nH]2)cc1	-6%	-12%
CCOC(=O)c1c(C)n(S(=O)(=O)c2ccc(C)cc2)c2ccc(NS(=O)(=O)c3ccc(C)cc3)cc12	0%	-15%
CC(C(=O)Nc1cnc2ccccc2c1)N1C(=O)c2ccccc2C1=O (configuration not stated)	-6%	2%
Fc1ccc(-c2nc(-c3cccs3)c(-c3cccs3)[nH]2)cc1	2%	28%
Cc1cccc(Cn2c(=O)n(CC3CCC(C(=O)NC(C)C)CC3)c(=O)c3sccc32)c1 (configuration not stated)	-1%	17%
CCOC(=O)c1sc(NCCCOC)nc1C(F)(F)F	-3%	1%
COC(=O)c1ccc(Cn2c(SCc3ccccc3)nc3ccncc32)cc1	12%	-17%
Cc1ccccc1OCC(=O)N(Cc1ccc(C(C)C)cc1)C1CCS(=O)(=O)C1 (configuration not stated)	-20%	?
O=C(CCSc1ncnc2sc3c(c12)CCCC3)Nc1ccc(F)cc1	2%	-2%
c1ccc(CNCc2cccc3ccccc23)cc1	-16%	-9%
Cc1ccc(N2CCN(C(=O)c3c(C)oc4ncnc(N5CCCCC5)c34)CC2)c(C)c1	?	?
Cc1ccn2c(=O)c(C(=O)NCc3ccccc3Cl)c(O)nc2c1	-5%	2%
COc1ccccc1N1CCN(C(=O)CSc2n[nH]c(-c3ccccc3)n2)CC1	0%	8%
C/C(=N\NC(=O)c1ccc(N(C)C)cc1)c1ccc(Br)s1	-11%	-18%
O=C(CSc1ncnc2c1cnn2-c1ccccc1)NC1CCCC1	1%	-4%
CCN(CC)c1ccc(NS(=O)(=O)c2cc3[nH]c(=O)c(=O)[nH]c3cc2C)c(C)c1	0%[57.5 µM]	7%
C(=N\N=C1c2ccccc2-c2ccccc21)/c1ccccn1	-3%	-15%
CC(=O)CSc1nnc2[nH]c(=O)cc(N)n12	-13%	-10%
Cc1ccc2nc(N3CCN(CCO)CC3)nc(-c3ccccc3)c2c1	-7%	-20%
Cc1ccc2c(c1)N(C(=O)CCC(=O)NCc1cccs1)CC(C)O2 (configuration not stated)	1%	2%
Cc1c(C)n(Cc2ccccc2)c2ccc(C(=O)NC(C)c3ccccc3)cc12 (configuration not stated)	1%	9%
CCN1C(=O)c2ccccc2S(=O)(=O)c2ccc(C(=O)NCc3ccc(F)cc3)cc21	-8%	-34%
CCOC(=O)c1c(C)[nH]c(C)c1S(=O)(=O)N(C)CC(=O)Nc1ccc(C(C)C)cc1	-6%	-9%
NC1CSC(CCCCC(=O)O)C1N (configuration not stated)	-12%	1%
COc1ccc(-c2nn(-c3ccccc3)cc2C(=O)NCCN2CCOCC2)cc1	10%	1%
Cc1ccc(-n2c(SCc3ccc(C#N)cc3)nnc2N2CCCC2)cc1	-5%	-5%
COc1ccc(-c2nnc(SCC(=O)N(C)C3CCCCC3)o2)cc1OC	22%	-1%
Cc1ccc(OCC(O)Cn2nc(-c3ccc(F)cc3)oc2=O)cc1 (configuration not stated)	-4%	-4%
CC1CCN(c2oc(/C=C/c3cccs3)nc2C#N)CC1	-10%	-9%
CC(C)(C)c1ccc(C(=O)OCCN2CCCCC2)cc1	-3%	0%
COc1ccc2c(CNCc3cccs3)c(C(=O)O)n(Cc3cccc(F)c3)c2c1	-9%[57.5 µM]	-9%
O=C(CCCCCCCC(=O)NNC(=O)c1cccc(Cl)c1)NNC(=O)c1cccc(Cl)c1	0%	0%
Nc1c(C(=O)c2ccc3c(c2)OCO3)sc(Nc2ccccc2F)c1S(=O)(=O)c1ccccc1	-7%	40%[activator]
CC1CCCCN1CCNC(=O)CCCc1nc2ccccc2[nH]1 (configuration not stated)	3%	4%
O=C(Cc1ccccc1F)NCc1cccnc1N1CCCCC1	0%	0%
Cc1nc(-c2ccccc2)sc1-c1ccc(SCC(=O)NCc2ccccc2)nn1	-13%	-15%
CSc1ccccc1NC(=O)C(C)Nc1ccc2c(c1)CCN2C(C)=O (configuration not stated)	-8%	26%

Next section (two carried over from the part before).
SMILES	UDG counterscr	AID inhibitor
Cc1nc(-c2ccccc2)sc1-c1ccc(SCC(=O)NCc2ccccc2)nn1	-13%	-15%
CSc1ccccc1NC(=O)C(C)Nc1ccc2c(c1)CCN2C(C)=O (configuration not stated)	-8%	26%
COc1ccc(-c2cc(Nc3ccc(Br)cc3)nc(C)n2)cc1	-17%	-13%
COc1ccc(S(=O)(=O)N(CC(=O)NC(C)c2ccccc2)c2ccc(C)cc2)cc1OC (configuration not stated)	?	45µM*
CCOc1ccccc1NC(=O)C1CCCN(S(C)(=O)=O)C1 (configuration not stated)	6%	-2%
COc1cc(C2C(C(=O)Nc3ccc(Cl)cc3)=C(C)Nc3nc(SC)nn32)cc(OC)c1OC (configuration not stated)	11%	16%
COC(=O)c1sccc1S(=O)(=O)N(CC(=O)Nc1ccccc1F)c1ccccc1	31%[activator]	2%
Clc1ccc(CSc2ccc(-c3cccs3)nn2)cc1	0%	-4%
COc1cc(OC)cc(C(=O)Nc2ccc3oc(-c4cccc5c(Br)cccc45)nc3c2)c1	-2%	1%
Oc1ccc(-c2nc(-c3cc4ccccc4o3)cs2)cc1	-2%	2%
COc1ccc(CCNS(=O)(=O)c2cc(-c3cc(C)no3)ccc2OC)cc1OC	-20%	13%
COc1ccc(NC(=O)c2sc3nc4c(cc3c2N)CCCCCC4)cc1	-3%[57.5 µM]	26%[57.5 µM]
COc1ccc(NC(=O)CSc2nccnc2N2CCN(c3ccccc3OC)CC2)cc1OC	35%[activator]	-6%
Cc1nc2scc(C)n2c(=O)c1S(=O)(=O)Nc1ccc(N2CCN(C(=O)C(C)C)CC2)cc1	2%	35%[activator]
CC(C)CCNC(=O)C1(C)Cn2nc(C(=O)NCCN3CCCCCC3)cc2C(=O)N1C (configuration not stated)	-1%	-1%
CCNC(=O)NC(=O)CN(CC)c1cccc(C)c1	-6%	-3%
CCCn1c(N)c(N(CCOC)C(=O)c2ccccc2)c(=O)[nH]c1=O	-4%	-12%
O=C(COC(=O)C12CC3CC(CC(Br)(C3)C1)C2)c1ccc(C2CCCCC2)cc1	-3%	12%
O=C(NCCc1ccccc1)C12CC3CC(CC(C3)C1)C2	1%	-2%
Cc1c(-c2ccccc2)[n+](=O)c(-c2ccco2)c(C)n1[O-]	0%	2%
CC(=O)Nc1ccc(-c2nc3ccccc3s2)cc1C	-3%	-7%
CCOc1ccccc1NC(=O)Nc1ccc(CN2CCOCC2)cc1	-4%	-3%
Cc1ccc(C(=O)NCC(c2ccc3c(c2)OCO3)N2CCOCC2)cc1C (configuration not stated)	-11%	-3%
N#C/C(=C\c1ccc(-c2ccc(Cl)cc2Cl)o1)c1nc2ccccc2[nH]1	-6%	-8%
CCCn1c(SCc2ccccc2)nc2c1c(=O)[nH]c(=O)n2C	-4%	-8%
Cc1oc2ncn(CC(C)C)c(=O)c2c1C(=O)NCCCN(Cc1ccccc1)C(C)C	?	-13%
Fc1ccc(-c2cc(-c3nc(-c4cccc(Cl)c4)no3)[nH]n2)cc1	6%	-11%
O=C(O)CCCC(=O)N1CCN(C(=O)c2ccco2)CC1	8%	7%
Cc1ccc(-n2nc(C)c3c(C(=O)Nc4ccccc4C(F)(F)F)cc(C)nc32)cc1	-1%	2%
C=CCN1CCN(Cc2ccco2)CC1	4%	-5%
O=C(COc1ncnc2ccc(Br)cc12)Nc1cccc(F)c1	5%	-2%
CCOCCCNCc1sccc1C	-2%	-5%
CCCn1c(CCC(=O)Nc2cc(Cl)c(OC)cc2OC)nc2cccnc21	33%[activator]	16%
C#CCN1CCCCC1C(=O)NCC1CCCCC1 (configuration not stated)	-10%	-5%
CCOC(=O)C1CCCN(C(=O)c2ccc3c(c2)N(Cc2ccccc2)C(=O)c2ccccc2S3=O)C1 (configuration not stated)	-1%	17%
COc1ccc(CNC(=O)NOCc2ccccc2)cc1OC	-1%	-3%
Cc1ccc(C(=O)Nc2c(C(=O)NCc3ccc(Cl)cc3)sc3nc(C)cc(C)c23)cc1	4%	-4%
CC(C)c1ccc(NC(=O)C(Cc2ccccc2)n2cccc2)cc1 (configuration not stated)	-15%	-26%
CN(CC(=O)NCc1ccc(F)cc1)S(=O)(=O)c1ccc2[nH]c3c(c2c1)CCCC3	-24%[57.5 µM]	-10%
N#Cc1ccccc1COC(=O)c1cccc2ccccc12	-3%	-8%
CC(C)OCCCNC(=O)CCCn1c(SCC(=O)c2ccc(F)cc2)nc2c(sc3ccccc32)c1=O	3%[57.5 µM]	-5%
COc1ccc(-n2nc(C(=O)N(C)c3cc(C)ccc3C)c3c4ccccc4n(C)c3c2=O)cc1Cl	-4%	8%
CCCCc1c(C)nn(-c2nc(C)c(C(=O)Nc3ccc(OC)cc3)s2)c1C	1%	1%
CCCN(CCC)CCNC(=O)c1cc(-c2ccc(Br)s2)nc2ccccc12	-9%	-6%
CC(=O)c1cccc(NS(=O)(=O)c2ccc3[nH]c4c(c3c2)CCCCC4)c1	9%	7%
COc1cccc(N2CCN(C(=O)CCc3c(C)nc4c(c3C)c(=O)n(C)c(=O)n4C)CC2)c1	1%	35%[activator]
C#CCOC(=O)c1cccc(C(=O)O)c1	2%	4%
Oc1c(Br)cc(Br)cc1-c1nc2ccccc2s1	4%	66%[activator]
O=C(CSc1ncnc2ccccc12)NCCCO	-3%	2%
COc1ccc(-c2n[nH]c3c2C(c2ccc(O)cc2)N(c2ccc(Br)cc2)C3=O)cc1 (configuration not stated)	0%	-7%
Cc1ccc(SC(C)C(=O)Nc2cccc(F)c2)cc1 (configuration not stated)	-13%	-11%
COc1ccc(CNc2nc(-c3ccco3)nn2C(=O)c2ccccc2C)cc1	-9%	?
O=C(CN1C(=O)CCc2cc(S(=O)(=O)N3CCOCC3)ccc21)NCc1ccccc1	1%	7%
O=C(CCSc1nc(Cl)nc2nc[nH]c12)NCCc1ccc(O)cc1	0%	6%
Cc1nc2ccccc2c(C)c1C(=O)c1ccc(Cl)cc1	-1%	-5%
O=c1[nH]c2cc3c(cc2c(=O)n1CCc1nc(-c2ccc(C(F)(F)F)cc2)no1)OCO3	0%	-6%
O=C(Nc1ccc2ccccc2n1)c1ccc(S(=O)(=O)N2CCCC2)cc1	83%[activator]	349%[activator]
Cc1ccccc1C(=O)n1nc(NCc2cccs2)nc1NCc1cccs1	0%	1%
CCOC(=O)CC(NC(=O)CCc1c(C)nc2c(-c3ccccc3)c(C)nn2c1C)c1ccc(C)cc1 (configuration not stated)	10%	-5%
Cc1cc(C)c(C)c(OCC(=O)Nc2ccc(S(=O)(=O)Nc3nccs3)cc2)c1	3%	-8%
COc1ccccc1NC(=O)CCn1nc(-c2ccccc2)c2ccccc2c1=O	-18%	?
Cc1cc(Cl)ccc1NC(=O)C1CCCN1S(=O)(=O)c1ccc2c(c1)CCCC(=O)N2 (configuration not stated)	1%	8%

(list continues)
SMILES	UDG counterscr	AID inhibitor
CCOC(=O)c1cccc(Nc2c3c(nc4ccccc24)CCC3)c1	-16%	?
CCc1ccc(NC(=O)C2CCC(CNS(=O)(=O)c3ccc4c(c3)CC(C)N4C(C)=O)CC2)cc1 (configuration not stated)	1%	13%
COc1cc(C)c(CN(C)CC(O)COc2ccc(C)cc2)cc1OC (configuration not stated)	-3%	-9%
Cc1ccccc1COc1cccc(CNc2ccccc2)c1	-3%	-6%

As a working copy, part of the list above.
SMILES	UDG counterscr	AID inhibitor
COc1ccc(-n2nc(C(=O)N(C)c3cc(C)ccc3C)c3c4ccccc4n(C)c3c2=O)cc1Cl	-4%	8%
CCCCc1c(C)nn(-c2nc(C)c(C(=O)Nc3ccc(OC)cc3)s2)c1C	1%	1%
CCCN(CCC)CCNC(=O)c1cc(-c2ccc(Br)s2)nc2ccccc12	-9%	-6%
CC(=O)c1cccc(NS(=O)(=O)c2ccc3[nH]c4c(c3c2)CCCCC4)c1	9%	7%
COc1cccc(N2CCN(C(=O)CCc3c(C)nc4c(c3C)c(=O)n(C)c(=O)n4C)CC2)c1	1%	35%[activator]
C#CCOC(=O)c1cccc(C(=O)O)c1	2%	4%
Oc1c(Br)cc(Br)cc1-c1nc2ccccc2s1	4%	66%[activator]
O=C(CSc1ncnc2ccccc12)NCCCO	-3%	2%
COc1ccc(-c2n[nH]c3c2C(c2ccc(O)cc2)N(c2ccc(Br)cc2)C3=O)cc1 (configuration not stated)	0%	-7%
Cc1ccc(SC(C)C(=O)Nc2cccc(F)c2)cc1 (configuration not stated)	-13%	-11%
COc1ccc(CNc2nc(-c3ccco3)nn2C(=O)c2ccccc2C)cc1	-9%	?
O=C(CN1C(=O)CCc2cc(S(=O)(=O)N3CCOCC3)ccc21)NCc1ccccc1	1%	7%
O=C(CCSc1nc(Cl)nc2nc[nH]c12)NCCc1ccc(O)cc1	0%	6%
Cc1nc2ccccc2c(C)c1C(=O)c1ccc(Cl)cc1	-1%	-5%
O=c1[nH]c2cc3c(cc2c(=O)n1CCc1nc(-c2ccc(C(F)(F)F)cc2)no1)OCO3	0%	-6%
O=C(Nc1ccc2ccccc2n1)c1ccc(S(=O)(=O)N2CCCC2)cc1	83%[activator]	349%[activator]
Cc1ccccc1C(=O)n1nc(NCc2cccs2)nc1NCc1cccs1	0%	1%
CCOC(=O)CC(NC(=O)CCc1c(C)nc2c(-c3ccccc3)c(C)nn2c1C)c1ccc(C)cc1 (configuration not stated)	10%	-5%
Cc1cc(C)c(C)c(OCC(=O)Nc2ccc(S(=O)(=O)Nc3nccs3)cc2)c1	3%	-8%
COc1ccccc1NC(=O)CCn1nc(-c2ccccc2)c2ccccc2c1=O	-18%	?
Cc1cc(Cl)ccc1NC(=O)C1CCCN1S(=O)(=O)c1ccc2c(c1)CCCC(=O)N2 (configuration not stated)	1%	8%
CCOC(=O)c1cccc(Nc2c3c(nc4ccccc24)CCC3)c1	-16%	?

An excerpt; the hit share may differ from the screen's.
